Assay outcomes from PubChem BioAssay.
OX1R antag-1: OX1R (HCRTR1) antagonists, primary screen, fluorescence, CHO/OX1R cells, Fluo-8 calcium, orexin A; Fluo-8 calcium fluorescence; AID 434989, 2010; hit rate 0.43% among 330,000; Orexin/Hypocretin receptor type 1 (Homo sapiens), O43613; inhibition, % at 5 µM;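 active means inhibition above its plate's threshold, mean inhibition of all tested compounds on the plate plus 3 SD, cut at about 37% in these data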;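 further: 0% = orexin A challenge wells and 100% = SB-334867-A antagonist wells; not every result past the cut was called active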
Target sequence (O43613 whole entry, looked up): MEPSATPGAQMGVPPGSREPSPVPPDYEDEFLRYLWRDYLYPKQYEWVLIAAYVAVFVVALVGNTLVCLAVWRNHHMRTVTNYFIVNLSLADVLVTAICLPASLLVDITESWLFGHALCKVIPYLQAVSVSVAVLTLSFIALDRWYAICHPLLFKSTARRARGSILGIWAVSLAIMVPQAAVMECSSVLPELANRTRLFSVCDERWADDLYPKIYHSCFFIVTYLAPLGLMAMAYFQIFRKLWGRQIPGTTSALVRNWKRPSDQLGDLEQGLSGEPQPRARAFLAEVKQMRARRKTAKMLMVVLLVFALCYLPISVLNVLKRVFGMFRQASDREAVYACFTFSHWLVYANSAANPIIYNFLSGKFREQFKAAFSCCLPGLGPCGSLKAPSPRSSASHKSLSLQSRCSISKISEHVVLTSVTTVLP
OX1R antag-2: antagonists of human orexin 1 receptor (OX1R); OX1R-expressing cells, FRET antagonist read-out; inhibition, % at 6.6 µM; hit rate 1.8% among 330,000; AID 485270, 2010; in the data active means inhibition mostly above about 38%, no sharp cut-off; inactive means mostly below about 40%;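 further: 0% = agonist challenge alone and 100% = reference antagonist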
An asterisk follows results filed as active.

Values run as follows: OX1R antag-1 | OX1R antag-2
[1] CCOC(=O)COc1ccc(/C=C2\NC(=S)N(CC)C2=O)cc1
    16 | 32
[2] Cc1ccc(S(=O)(=O)N/N=C/c2cc([N+](=O)[O-])ccc2O)cc1[N+](=O)[O-]
    -16 | 25
[3] Cc1cc(S(=O)(=O)NCc2cccnc2)ccc1F
    1 | 22
[4] COc1ccc(C(=O)Cn2c(Cl)nc3c2c(=O)n(C)c(=O)n3C)cc1
    -17 | 4
[5] CCOC(=O)c1c(CN2CCC(C)CC2)n(C)c2cc(Br)c(OC)cc12
    -9 | 14
[6] C=C(C)CNC(=S)N/N=C/c1c(F)cccc1F
    -21 | 15
[7] CCOc1cc(NC(=S)NCCCN2CCOCC2)c(OCC)cc1NC(=O)c1ccccc1
    -22 | 13
[8] Cc1cc(/C=C2\C(=N)N3C(SCc4ccccc4)=NSC3=NC2=O)c(C)n1Cc1ccccc1
    -5 | 6
[9] COc1ccc2c(Cl)c(C(=O)NCCc3ccc(S(N)(=O)=O)cc3)sc2c1
    19 | 4
[10] O=C(Cn1c(C(F)(F)F)nc2ccccc21)Nc1ccccc1C(=O)O
    -11 | 18
[11] CC(=O)/C=C\c1cn(-c2ncc(C(F)(F)F)cc2Cl)c2ccccc12
    -29 | 36
[12] O=C(c1ccncc1)N1CCN(C(=O)c2cccc3ccccc23)CC1
    -7 | 19
[13] CC/C(=N/NC(=O)c1ccc(Br)o1)c1ccc(Cl)cc1
    11 | 10
[14] Cc1ccc(-c2ccc(CCC(=O)O)n2-c2ccc(O)cc2)cc1
    -2 | 23
[15] COc1ccccc1NC(=O)C1=C(C)Nc2nnnn2C1c1ccccc1OC (centres undefined)
    -18 | 14
[16] CC(=O)Nc1ccc(S(=O)(=O)Nc2cccc(N(C)S(C)(=O)=O)c2)cc1
    -7 | 4
[17] COCCNC(=O)C(=O)NCC1OCCN1C(=O)c1ccc(Cl)cc1 (centres undefined)
    -7 | 7
[18] O=[N+]([O-])c1cc2c(cc1/C=N/n1cnnc1)OCO2
    6 | 77*
[19] Cn1c(=O)[nH]c(=O)c2c1nc(N(CCO)Cc1ccccc1)n2CCCc1ccccc1
    -27 | 11
[20] O=S(=O)(NC1=NCCCCC1)c1ccc(Cl)cc1Cl
    14 | 5
[21] CC(=O)c1cccc(NC(=S)NC(=O)C(C)C)c1
    9 | 5
[22] CCOc1ccc2nc(NC(=O)Cn3[nH]c(=O)c4ccccc4c3=O)sc2c1
    -14 | 31
[23] Cc1ccc(NC(=O)CCC(=O)NNC(=S)Nc2ccc(F)cc2)c(C)c1
    -10 | 18
[24] Cc1ccccc1-c1nn(-c2ccc(F)cc2F)cc1CNCCCO
    -36 | 12
[25] COc1ccc(C(=O)Nc2nc3ccccc3c(=O)[nH]2)cc1
    -9 | 42
[26] C[C@@H]1O[C@@H](OCCC(=O)O)[C@H](O)C[C@H]1O
    -18 | 10
[27] CCC[n+]1c(C)sc2c3c(ccc21)CCCC3
    -13 | 16
[28] Cc1c2cnn(-c3ccccc3)c(=O)c2c(C)n1CCCC(=O)N1CCN(C)CC1
    -20 | 8
[29] Cc1ccccc1NC(=O)C1CCCN(S(=O)(=O)c2ccc3c(c2)C(C)(C)C(=O)N3C)C1 (centres undefined)
    -29 | 11
[30] Cc1onc(-c2ccccc2Cl)c1C(=O)Oc1cccc2cccnc12
    -21 | -3

Brought forward from above: five entries, followed by the next part.
Values run as follows: OX1R antag-1 | OX1R antag-2
[26] C[C@@H]1O[C@@H](OCCC(=O)O)[C@H](O)C[C@H]1O
    -18 | 10
[27] CCC[n+]1c(C)sc2c3c(ccc21)CCCC3
    -13 | 16
[28] Cc1c2cnn(-c3ccccc3)c(=O)c2c(C)n1CCCC(=O)N1CCN(C)CC1
    -20 | 8
[29] Cc1ccccc1NC(=O)C1CCCN(S(=O)(=O)c2ccc3c(c2)C(C)(C)C(=O)N3C)C1 (centres undefined)
    -29 | 11
[30] Cc1onc(-c2ccccc2Cl)c1C(=O)Oc1cccc2cccnc12
    -21 | -3
[31] CCOC(=O)N1CCN(c2c(NCCCN(C)c3ccccc3)c(=O)c2=O)CC1
    -19 | 4
[32] CC(C)COC(=O)Nc1nnc(SCCOc2ccccc2)s1
    -17 | 20
[33] CCN(CC)c1ccc(S(=O)(=O)N2CCOCC2)cc1NC(=O)CN1C(=O)NC2(CCC(C)CC2)C1=O (centres undefined)
    -33 | 10
[34] CN1CCN(S(=O)(=O)c2ccc(Nc3cccc(Cl)c3)c([N+](=O)[O-])c2)CC1
    -16 | 8
[35] CCc1nnc(NS(=O)(=O)c2ccc(NC(=O)CCC(=O)OC)cc2)s1
    3 | 4
[36] CCOc1ccccc1OCC(=O)Nc1cc(C)on1
    -18 | 0
[37] Cc1ccc(C)c(C(=O)CSc2nc(C)cc(=O)[nH]2)c1
    -1 | 5
[38] CCN(CC)S(=O)(=O)c1ccc(Cl)c(C(=O)NC)c1
    0 | 7
[39] CCOC(=O)N1CCC(n2c(SCC(=O)c3ccccc3)nc3ccsc3c2=O)CC1
    -9 | 6
[40] CCCOc1ccc(C2Nc3cccc4cccc(c34)N2)cc1
    -4 | 10
[41] COc1ccc2nc(SCC(=O)NC(C)C)[nH]c2c1
    -5 | 4
[42] COc1cc2c(=O)n(CCC(=O)NCC3CCCO3)c(=O)n(CC(=O)Nc3ccc(C)cc3)c2cc1OC (centres undefined)
    -14 | 12
[43] Cc1ccnc(NS(=O)(=O)c2cc([N+](=O)[O-])ccc2C)c1
    30 | 48
[44] C=CCC(C(=O)OC)(C(=O)OC)c1ccc([N+](=O)[O-])cn1
    -4 | 28
[45] COc1ccc(NC(=O)Cn2c(C(C)C)nc(C)cc2=O)cc1Cl
    -7 | 20
[46] CN1/C(=C/C=C(/C#N)C(N)=O)C(C)(C)c2ccccc21
    -13 | 19
[47] COc1ccc(-n2c(SCC(=O)N3CCCC3)nc3ccccc3c2=O)cc1
    -19 | 34
[48] COC(=O)[C@@]1(Cc2ccc(F)cc2)[C@@H]2[C@@H](CC(=O)[C@H]2CC(=O)C(=O)N(C)C)CN1C(=O)c1ccccc1
    -27 | 28
[49] COc1cc(OC)c(C(=O)OCC(=O)NC2CCCC2)cc1OC
    -8 | 8
[50] C/C(N)=C(/C#N)C(=O)COC(=O)c1ccccc1Oc1ccccc1
    -17 | 10
[51] COC(=O)Nc1nc(-c2ccccc2)c(C(=O)c2ccc(Cl)cc2)s1
    -22 | 24
[52] CN(C)CC(O)CN1C(=O)NC(C)(C)C1=O (centres undefined)
    -6 | 3
[53] O=c1c([N+](=O)[O-])c(N2CCCCC2)c2ccccc2n1-c1ccccc1
    -11 | 42
[54] O=C1[C@H]2[C@@H](c3ccc(F)cc3)N3C(=O)N(c4ccc(C(F)(F)F)cc4)C(=O)[C@@]3(Cc3ccccc3)[C@H]2C(=O)N1C1CCCCC1
    -31 | -5
[55] CC1CC(C)CN(C(=O)Cn2c(=O)n(CCCC(=O)NCc3ccco3)c(=O)c3sccc32)C1 (centres undefined)
    -4 | 14
[56] Cc1ccc(N(C)C2=NC(=O)CS2)cc1Cl
    -7 | 4
[57] COc1ccc(NC(=O)C(C)N=C2NS(=O)(=O)c3ccccc32)cc1S(N)(=O)=O (centres undefined)
    15 | 5
[58] CCOCC(=O)Nc1cc(C(=O)NCCc2ccccc2)ccc1Cl
    -45 | 18
[59] Cc1ccc(C(=O)NCCN2CCCC2)cc1
    -4 | 31
[60] CC1=C(C(=O)Nc2ccc(C(=O)NC(C)c3ccccc3)cc2)SCCO1 (centres undefined)
    -4 | 9

Fetched by compound from the entries so far, 6 records:
Values run as follows: OX1R antag-1 | OX1R antag-2
[59] Cc1ccc(C(=O)NCCN2CCCC2)cc1
    -4 | 31
[45] COc1ccc(NC(=O)Cn2c(C(C)C)nc(C)cc2=O)cc1Cl
    -7 | 20
[41] COc1ccc2nc(SCC(=O)NC(C)C)[nH]c2c1
    -5 | 4
[44] C=CCC(C(=O)OC)(C(=O)OC)c1ccc([N+](=O)[O-])cn1
    -4 | 28
[54] O=C1[C@H]2[C@@H](c3ccc(F)cc3)N3C(=O)N(c4ccc(C(F)(F)F)cc4)C(=O)[C@@]3(Cc3ccccc3)[C@H]2C(=O)N1C1CCCCC1
    -31 | -5
[58] CCOCC(=O)Nc1cc(C(=O)NCCc2ccccc2)ccc1Cl
    -45 | 18

The results go on:
Values run as follows: OX1R antag-1 | OX1R antag-2
[61] Cc1c(Br)c([N+](=O)[O-])nn1C(C)C(=O)Nc1ccc2c(c1)OCO2 (centres undefined)
    -2 | 14
[62] O=C(Cc1ccccc1)c1c[nH]c(C(=O)NCCCN2CCOCC2)c1
    -7 | 6
[63] CCOC(=O)c1sc(NC(=O)CSc2n[nH]c(C)n2)nc1C
    1 | 4
[64] Nc1ccc(Oc2ccc3c(c2)OCO3)cc1
    10 | 22
[65] CCN1CCN(C(=S)NC(=O)c2cc(OC)c(OC)c(OC)c2)CC1
    -10 | 2
[66] O=C(NCCN1CCCC1)C1COc2ccccc2O1 (centres undefined)
    -4 | 5
[67] N#CNC(=Nc1ccccc1)SCc1ccc(C(=O)O)cc1
    3 | 13
[68] Cc1nc(-c2ccc(NC(=O)c3ccccc3C)cc2)cs1
    -13 | 18
[69] COc1ccc(-n2c(SCC(=O)NC3CCCCC3)nc3ccsc3c2=O)cc1
    -6 | 6
[70] Cc1ccc(C(=O)C2=C(O)C(=O)N(Cc3cccnc3)C2c2cccc(Oc3ccccc3)c2)o1 (centres undefined)
    -23 | 11
[71] O=C(COC(=O)CSc1ccc2ccccc2c1)NC1CCCC1
    -14 | 10
[72] C[C@H](NC(=O)c1nc[nH]c1C(=O)N1CCN(c2ccccc2)CC1)c1ccccc1
    -14 | 9
[73] CC1(C)Cc2c(sc3ncn4nc(CCC(=O)O)c(=O)nc4c23)CO1
    -11 | 22
[74] COC(=O)C1CN(C(=O)C(C)Oc2cccc(C)c2C)c2ccccc2O1 (centres undefined)
    -6 | 3
[75] Cc1cc(C(C)(C)C)cc(C)c1N
    -13 | 5
[76] COC(=O)C1=C(N)OC2=C(C(=O)CC(C)(C)C2)C1c1cccnc1 (centres undefined)
    -9 | 18
[77] O=C(CC(CC(=O)c1ccccc1)c1ccccc1)c1ccccc1
    -7 | 25
[78] CCOC(=O)N1CCN(C(=O)c2cn(CC)c3cc(N4CCN(C)CC4)c(F)cc3c2=O)CC1
    -1 | 2
[79] COc1ccccc1CN1C(=O)CCC1(C)C(=O)NC1CCCCCC1 (centres undefined)
    -19 | 9
[80] O=C(N/N=C/c1ccccc1)c1ccc2c(c1)OCO2
    -14 | 21
[81] COc1ccc(OCCCCN2CCC(C)CC2)cc1
    -14 | -7
[82] O=C(Nc1cc(S(=O)(=O)N2CCCCCC2)ccc1OCC(F)(F)F)C1CCC1
    -31 | 14
[83] Cc1ccc(N(C)C(=O)CC(C)S(=O)(=O)c2ccc3c(c2)NC(=O)CO3)cc1 (centres undefined)
    -4 | 1
[84] COc1ccc(C2=C(c3ccc(OC)c(OC)c3)CN3CCCCC3C2)cc1 (centres undefined)
    -39 | 4
[85] COC(=O)CSc1nnc(NC(=O)CCc2ccccc2)s1
    -9 | 9
[86] CN(C(=O)/C=C/c1ccccc1)C1CCS(=O)(=O)C1 (centres undefined)
    -3 | 22
[87] COC(CNC(=O)CCc1c(C)nc2c(-c3ccccc3)c(C)nn2c1C)OC
    -15 | 1
[88] COc1ccccc1Nc1ccc(Nc2ccccc2OC)nn1
    -2 | 24
[89] O=C(CSc1nnc(Nc2ccccc2F)s1)NC1CCS(=O)(=O)C1 (centres undefined)
    -13 | -1
[90] Cc1nn(C)c(C)c1/C=C/C(=O)c1ccc(Cl)cc1Cl
    18 | 53

Records listed above shown as hits in OX1R antag-2.
Values run as follows: OX1R antag-1 | OX1R antag-2
[18] O=[N+]([O-])c1cc2c(cc1/C=N/n1cnnc1)OCO2
    6 | 77*

The results go on.
Values run as follows: OX1R antag-1 | OX1R antag-2
[91] CC(C)(C)n1ncc2c(=O)n(CC(=O)Nc3ccc(Cl)cc3)cnc21
    -14 | 18
[92] COC(=O)C1=C(C)NC(=O)NC1/C=C/c1ccccc1 (centres undefined)
    4 | 18
[93] Cc1cc(C)c2nc(N3CCN(C(=O)c4cccs4)CC3)sc2c1
    1 | 16
[94] COc1ccc(NC(=O)N(C)C[C@H]2Oc3ccc(NC(=O)Cc4ccccc4)cc3CC(=O)N([C@H](C)CO)C[C@H]2C)cc1
    -10 | 6
[95] O=C(CO/N=C/c1ccc(OC(F)F)cc1)NC1CCCCC1
    -5 | 26
[96] O=C(Cn1nc(-c2ccccc2)oc1=O)OCC(=O)c1ccccc1
    -12 | 5

Some values from the results shown:
In OX1R antag-1, Cc1cc(C)c2nc(N3CCN(C(=O)c4cccs4)CC3)sc2c1 shows 1
In OX1R antag-1, O=C(Cn1nc(-c2ccccc2)oc1=O)OCC(=O)c1ccccc1 shows -12
